Source: PubChem BioAssay (several laboratories)
West Nile antiviral: inhibition of WNV-induced cytopathic effect – cell-based, CPE readout (AID 1621); West Nile virus-infected cells, CPE inhibition; higher % means a stronger effect; 0.02% of 290,000 active; one-dose CPE inhibition, % at 10 µM; IC50 in µM for titrated hits; in the data active = a potency from the dose series; inconclusive = CPE inhibition mostly from about 3.7% at the one dose, without a potency; inactive = the rest, 99 in 100 with CPE inhibition below about 2.2%; note: strong numbers were not always called active
Siah-1 displacement: Siah-1 peptide-binding antagonists, primary screen, biochemical, fluorescence polarization, rhodamine-plectin, uHTS (AID 1817); Siah-1 / rhodamine-plectin peptide fluorescence polarization; higher % means a stronger effect; displacement, % at 20 µM, or IC50 in µM where a hit was titrated; 0.02% of 290,000 active;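 active = displacement of at least 50% at 20 µM, with a fluorescence ratio check between 0.3 and a set limit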;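 note: plate controls were Siah plus tracer with DMSO for no effect and tracer alone without Siah for full effect; strong numbers were not always called active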
MgcRacGAP inhibition: MgcRacGAP GTPase-activating activity inhibitors, confirmation, biochemical, ADP Hunter fluorescence | 0.6% of 340,000 active | MgcRacGAP-stimulated Rac1 GTP hydrolysis, ADP Hunter fluorescence; higher % means a stronger effect; GST-tagged Rac1 F28L mutant substrate | AID 624330 | one-dose inhibition, % at 30 µM; IC50 in µM for titrated hits;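 active = first-screen hits whose inhibition reached a set limit at any dose in the follow-up dose series; inconclusive = inhibition above the set first-screen limit but never retested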;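 note: fluorescence reports GDP produced by GAP-driven GTP hydrolysis; strong numbers were not always called active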
RSV antiviral HEp-2: RSV antiviral activity via CPE protection, HEp-2 cells, primary 10 µM value included (AID 2391). HEp-2 cells, RSV-induced CPE inhibition; higher % means a stronger effect. CPE inhibition, % at 10 µM; hits with a dose series show IC50 in µM. 0.13% of 310,000 active; in the data active = a potency from the dose series; inconclusive = CPE inhibition mostly from about 23% at the one dose, without a potency; inactive = the rest, 99 in 100 with CPE inhibition below about 21%; note: strong numbers were not always called active
AID2073: inhibitors of Mint1-CaV2.2 protein interaction, biochemical, HTRF (AID 2073); HTRF protein-protein interaction, Mint1-CaV2.2; higher % means a stronger effect; inhibition, % at 20 µM, or IC50 in µM where a hit was titrated; 0.19% of 290,000 active; in the data active = inhibition mostly above about 51%, no sharp cut-off; inconclusive = no clear call, values can overlap the other calls; inactive = mostly below about 53%; note: some results filed as inactive read as strong as hits
K1F lysis inhibition: protection from phage-mediated lysis, alamar blue read-out – E. coli UTI89, K1F phage, bacterial capsule biogenesis inhibitors (AID 488966) | E. coli UTI89 K1F phage lysis, alamar blue, 2 h; higher % means a stronger effect | inhibition, % at 100 µM, or IC50 in µM where a hit was titrated | 0.02% of 340,000 active;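 active = phage lysis inhibition, versus mean bacterial control, above a set limit; inconclusive = no clear call, values can overlap the other calls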;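 note: capsule biogenesis inhibitors block K1F phage lysis so surviving cells raise fluorescence; higher fluorescence means more inhibition of phage lysis; actives were called in the ten point dose series up to 300 µM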
SV40 large T antigen: SV40 large T antigen inhibitors, biochemical (AID 1903) | SV40 large T antigen ATPase/helicase inhibition assay; higher % means a stronger effect | inhibition, % at 20 µM; hits with a dose series show IC50 in µM | 0.39% of 310,000 active; in the data active = a potency from the dose series; inconclusive = inhibition mostly from about 32% at the one dose, without a potency; inactive = the rest, 99 in 100 with inhibition below about 32%; note: strong numbers were not always called active
NTR1 agonist: NTR1-driven beta-arrestin-GFP spot formation – imaging, U2OS cells, high content, primary screen (AID 493036); agonist mode; activation, % at 20 µM; P30989; 0.17% of 330,000 active;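 active = activation at or above 40% of the spot to cytoplasm intensity ratio, with at least 20 cells analyzed; inconclusive = wells under 20 cells, flagged as cytotoxic or low count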;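 note: 0% = DMSO without peptide and 100% = 100 nM NTR1 peptide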
Target sequence (P30989 whole entry, looked up): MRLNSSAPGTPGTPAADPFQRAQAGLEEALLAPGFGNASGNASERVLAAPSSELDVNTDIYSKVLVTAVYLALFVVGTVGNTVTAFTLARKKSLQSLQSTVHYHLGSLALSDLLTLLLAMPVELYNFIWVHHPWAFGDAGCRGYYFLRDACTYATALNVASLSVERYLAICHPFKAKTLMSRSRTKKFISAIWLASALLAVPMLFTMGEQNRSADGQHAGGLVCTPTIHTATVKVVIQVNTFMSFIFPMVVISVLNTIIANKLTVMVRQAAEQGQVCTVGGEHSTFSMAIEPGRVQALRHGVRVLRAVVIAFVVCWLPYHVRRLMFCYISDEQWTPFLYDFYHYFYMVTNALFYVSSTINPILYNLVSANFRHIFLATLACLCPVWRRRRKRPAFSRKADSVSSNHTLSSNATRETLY
NS5 inhibitors: flavivirus cap methylation enzyme inhibition – biochemical, confirmation dose response, primary screen (AID 588689); Dengue-2 NS5 methyltransferase capping enzyme assay, biochemical; higher % means a stronger effect; inhibition, % at 25 µM; hits with a dose series show IC50 in µM; 0.3% of 340,000 active; in the data active = a potency from the dose series; inconclusive = inhibition above about 29% without an active follow-up result
NTR1 agonist cell count 20 µM: further read-out of NTR1 agonist, marked with its call; cell count; measured here: cell count, cytotoxicity flag
NS5 inhibitors pilot replicate: further read-out of NS5 inhibitors, marked with its call; inhibition, %; measured here: pilot screen replicate inhibition
Active calls of the source: *; ? = inconclusive; . = no result given; [ ] = another dose, or the depositor's remark. Not a hit list. Share with any hit: about 1.6%.

SMILES	West Nile antiviral	Siah-1 displacement	MgcRacGAP inhibition	RSV antiviral HEp-2	AID2073	K1F lysis inhibition	SV40 large T antigen	NTR1 agonist	NTR1 agonist cell count 20 µM	NS5 inhibitors	others
COc1ccc(Br)cc1CNc1ccc(S(N)(=O)=O)cc1	-0.8%	-2%	0%	7.0%	2%	6.3%	19%	-1.0	55	4%
CCc1ccc(S(=O)(=O)NCC(O)COc2ccc(OC)cc2)cc1 (stereo not drawn)	-1.1%	0%	.	1.5%	-7%	.	2%	-0.4	42	.
COc1ccc(/C=N/Nc2ncnc3sc(C)c(C)c23)cc1	-0.8%	-5%	12%	1.6%	-1%	5.1%[50 µM]	10%	8.7	66	-6%
Cn1c(-c2ccc(Br)o2)nc2cc(Br)ccc21	-0.4%	-3%	19%	22%	4%	0.4%	1%	2.9	39	.
COc1ccc(C(=O)Cn2cnc3ccccc3c2=O)c(OC)c1	-0.3%	0%	8%	1.7%	-1%	-0.1%	14%	-0.1	51	-5%
O=C(Nc1nc2ccccc2[nH]1)c1ccc(S(=O)(=O)N2CCOCC2)cc1	0.3%	-11%	7%	1.6%	17%	0.2%	7%	1.9	59	4%
N#Cc1ccccc1S(=O)(=O)N1CCN(C(=O)C2CCCC2)CC1	0.5%	2%	-4%	3.6%	10%	-0.2%	3%	2.2	88	-2%
Cc1ccc(-c2nn3c(-c4ccco4)nnc3c3ccccc23)cc1S(=O)(=O)NCC1CCCO1 (stereo not drawn)	1.6%	-2%	8%	0.6%	26%	0.2%	-4%	11	73	-2%
CCC(C)Cn1c(C(C)O)nc2ccccc21 (stereo not drawn)	-0.2%	-1%	2%	2.0%	-7%	0.2%	-2%	0.4	62	-3%
CC(=O)c1ccc(S(=O)(=O)N2CCCC2)cc1	-0.3%	-6%	2%	.	13%	1.5%	-3%	-0.6	89	-2%
O=C(Nc1c2c(nn1-c1ccc(F)cc1)CS(=O)(=O)C2)C12CC3CC(CC(C3)C1)C2	.	0%	4%	-0.3%	18%	-0.3%	10%	0.5	51	1%
COC(=O)c1c(NC(=O)CN2CCN(c3cccc(Cl)c3)CC2)sc(C)c1C	-0.2%	-1%	4%	4.9%	1%	1.5%[50 µM]	3%	0.5	32	-3%
CN(C(=O)c1cccc(C(F)(F)F)c1)C1CCCc2ccccc21 (stereo not drawn)	-0.4%	13%	8%	3.3%	-6%	-1.2%	6%	0.0	46	-2%
CC(OC(=O)c1cc(S(=O)(=O)Nc2ccc(F)cc2)ccc1Cl)C(=O)Nc1ccc2c(c1)OCCO2 (stereo not drawn)	0.0%	2%	8%	4.8%	1%	-1.6%	13%	1.0	79	-8%
O=C(c1ccccc1)N1CCN(C2CCCCCC2)CC1	-0.1%	4%	25%	-0.9%	-1%	0.2%	6%	-0.1	54	-3%
COc1cc(OC)cc(C(=O)Nc2cc(NC(=O)c3ccco3)ccc2OC)c1	0.5%	4%	5%	5.5%	0%	-0.9%	-1%	-0.3	88	1%
COC(=O)CC1C(=O)NCCN1C(=O)CSc1nc2ccccc2s1 (stereo not drawn)	0.4%	2%	18%	0.7%	21%	0.9%	14%	1.0	56	-9%
O=C(NCc1ccccc1)c1c[nH]c2cc3c(cc2c1=O)OCCO3	1.2%	-2%	-1%	1.9%	6%	5.6%	17%	2.9	48	-1%
Nc1nc(NCCN2CCOCC2)nc(NCc2ccccc2)c1[N+](=O)[O-]	0.0%	4%	12%	-1.0%	-10%	0.1%	13%	-0.2	60	6%
Cc1cc(C)n(-c2ccc(C(=O)NCc3ccc(F)cc3)cc2)n1	-0.3%	8%	4%	-0.9%	-5%	2.4%	7%	3.9	61	-1%
C=CCOc1ccc(C2c3c(oc4ccccc4c3=O)C(=O)N2CCCN2CCOCC2)cc1 (stereo not drawn)	0.4%	-1%	0%	-0.8%	7%	200µM*	10%	-0.4	74	-3%
O=C(c1cc(-c2ccc(Cl)cc2Cl)on1)N1CCN(C(=O)c2ccco2)CC1	-1.1%	-3%	-5%	3.8%	-5%	0.7%	6%	-1.7	53	-3%
CC1CCN(S(=O)(=O)c2ccc3nc(N4CCN(c5ccccc5)CC4)ccc3c2)CC1	0.5%	2%	.	2.5%	24%	.	17%	3.6	46	.
COC(=O)CNC(=O)c1cccc(-c2ccc(OC)cc2)c1	-0.2%	-3%	11%	1.8%	-6%	0.1%	0%	-0.9	70	0%
CCOC(=O)c1sc(NC(=O)CN2C(=O)NC3(CC(C)CC(C)(C)C3)C2=O)cc1C (stereo not drawn)	.	.	14%	42%	.	-1.1%[50 µM]	18%	12	62	-1%
O=C(/C=C/c1ccc(Cl)cc1Cl)N(Cc1ccccc1)C1CCS(=O)(=O)C1 (stereo not drawn)	-1.4%	14%	10%	7.0%	2%	4.2%	9%	6.3	32	-9%
O=C(O)C1CCN(C(=O)c2ccccc2Cl)CC1	.	-1%	1%	0.7%	5%	5.9%	9%	0.3	68	-1%
CCCCC1=C(C(=O)OCC)C(C(=O)OCC)Oc2ccccc21 (stereo not drawn)	.	.	5%	.	.	-0.1%	.	0.5	53	-2%	NS5 inhibitors pilot replicate=4.2
COC(=O)CNC(c1ccccc1)c1cc(Br)ccc1NC(C)=O (stereo not drawn)	-0.5%	7%	3%	-1.2%	4%	0.3%	0%	-0.3	32	.
Cn1cccc1/C=C(\C#N)C(N)=S	-0.5%	6%	3%	5.7%	-7%	0.0%	0%	-0.1	42	-9%
CCCc1nc2c([nH]1)c(=O)n(C)c(=O)n2C	-0.6%	0%	6%	0.8%	3%	0.0%	3%	0.4	75	3%
Cc1cc(C)c(C)c(S(=O)(=O)N2CCN(c3ncnc4sc(C)c(C)c34)CC2)c1C	-0.4%	-1%	12%	12%	25%	0.3%[50 µM]	12%	1.6	53	2%
COc1cc(C(=O)OCC(=O)c2cc(C)n(C)c2C)cc(OC)c1OC	-0.6%	-7%	9%	0.2%	-6%	0.4%	3%	-2.3	54	-5%
O=C1C=C(c2cccc(CO)c2)C[C@@H](c2ccc(F)cc2)C1	.	.	7%	1.8%	.	-1.1%	.	-1.5	49	-10%
CCOc1cccc(/C=C(\C#N)C(=O)NC2CC2)c1	.	.	9%	0.6%	.	0.7%	15%	1.2	54	-5%
Cc1cc(C)n(-c2n[nH]c(=O)c3ccccc23)n1	1.1%	-2%	4%	0.4%	6%	0.0%	14%	-0.5	49	-15%
COc1cccc(N=Nc2c(=O)[nH]n3c(=O)cc(C)[nH]c23)c1	0.0%	9%	16%	2.0%	3%	0.1%	12%	2.5	46	27%
O=C(O)/C=C/c1ccc(Oc2ncccn2)cc1	0.3%	10%	7%	0.0%	5%	0.1%	6%	-1.6	104	1%
Cc1ccc(NN=C2c3ccccc3-c3ccccc32)cc1	-0.7%	12%	-11%	16%	-14%	-3.8%	3%	11	35	5%
COC(=O)C1=C(Nc2ccc(C)cc2)C=C(C)C(C(=O)OC)C1c1ccc(OC)cc1 (stereo not drawn)	?	-2%	1%	-0.9%	-7%	0.3%	0%	-3.9	90	-6%
N#Cc1cc2c([nH]c1=O)CCCC2	0.3%	1%	8%	?	-3%	0.1%	13%	0.9	54	-6%
COc1ccc(-n2c(SCC(=O)O)nc3sc4c(c3c2=O)CCCC4)cc1	-0.4%	6%	4%	5.6%	8%	0.2%	5%	0.4	85	1%
CC(C)CCNC(=O)C1C2C=CC3(CN(Cc4ccccc4Cl)C(=O)C13)O2 (stereo not drawn)	-0.1%	2%	1%	0.9%	-1%	-1.2%	-2%	0.8	85	-3%
O=C(COC(=O)CCC(=O)c1ccc(F)cc1)Nc1cccc(S(=O)(=O)N2CCCC2)c1	-0.1%	4%	12%	2.1%	8%	-0.1%	16%	0.3	61	-6%
COC(=O)c1ccc(CNC(=O)CN(CCC(C)C)S(=O)(=O)c2ccc3c(c2)OCCO3)cc1	-1.0%	2%	7%	1.9%	0%	0.1%	7%	0.8	50	6%
Cc1ccc(S(=O)(=O)CC(=O)N2CCOCC2)cc1	-0.2%	3%	1%	1.1%	0%	1.3%	.	-0.6	62	0%
Nc1nc2c(nc(Br)n2[C@@H]2O[C@@H]3COP(=O)(O)O[C@H]3[C@H]2O)c(=O)[nH]1	-0.4%	.	2%	0.1%	.	5.9%	4%	-0.4	48	1%
Cc1cccc(C)c1OCC(O)CNC(C)c1ccccc1 (stereo not drawn)	-1.0%	1%	-3%	?	1%	-0.1%	0%	0.1	113	5%
Cc1ccccc1OCCCC(=O)Nc1ccc2c(c1)OCO2	-0.2%	-2%	9%	2.6%	-4%	4.3%	5%	1.3	60	-5%
COc1cccc(N2C(=O)C(O)=C(C(C)=O)C2c2ccc(OC)c(OC)c2)c1 (stereo not drawn)	0.9%	2%	5%	11%	21%	0.4%	10%	5.4	67	3%	NS5 inhibitors pilot replicate=-2.4
COc1cc2c(cc1OC)C(c1cccc(C)c1)CC(=O)N2 (stereo not drawn)	-0.7%	-1%	1%	1.6%	-14%	-0.2%	14%	-0.1	88	4%
CCOC(=O)N1CCN(C(=O)C(c2ccccc2)c2ccccc2)CC1	-0.1%	0%	10%	-0.2%	-1%	-0.7%	2%	-1.6	35	0%
COc1ccc(C2CC(=O)Oc3cc(OC)c(OC)c(OC)c32)cc1 (stereo not drawn)	.	.	5%	.	.	-0.1%	.	-0.6	65	-3%	NS5 inhibitors pilot replicate=4.5

By substructure, the entries above containing a COOH group
SMILES	West Nile antiviral	Siah-1 displacement	MgcRacGAP inhibition	RSV antiviral HEp-2	AID2073	K1F lysis inhibition	SV40 large T antigen	NTR1 agonist	NTR1 agonist cell count 20 µM	NS5 inhibitors	others
O=C(O)C1CCN(C(=O)c2ccccc2Cl)CC1	.	-1%	1%	0.7%	5%	5.9%	9%	0.3	68	-1%
O=C(O)/C=C/c1ccc(Oc2ncccn2)cc1	0.3%	10%	7%	0.0%	5%	0.1%	6%	-1.6	104	1%
COc1ccc(-n2c(SCC(=O)O)nc3sc4c(c3c2=O)CCCC4)cc1	-0.4%	6%	4%	5.6%	8%	0.2%	5%	0.4	85	1%
